Screens: PubChem BioAssay, The Scripps Research Institute Molecular Screening Center
LEDGF integ inh – blocks HIV-1 LEDGF/p75-dependent DNA integration | TR-FRET IN-LEDGF/p75 DNA integration, Eu/Cy5 | inhibition, % at 3.7 µM | hit rate 0.64% among 370,000 | AID 743269;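 active = inhibition above the screen-wide mean plus 3 SD, cut at about 13% in these data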;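 note: signal is the Cy5 over europium emission ratio at 671 and 618 nm; 0% = plate median of compound wells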
ARFGAP1 inhibitor – inhibitors of rat ARFGAP1; Q62848; Arfgap1-stimulated ARF1 GTP hydrolysis, GDP FP detection; inhibition, % at 16.5 µM; hit rate 0.26% among 360,000; AID 651572;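 active = inhibition above a per-plate limit, mean inhibition of low control wells plus 3 SD, cut at about 25% in these data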;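 note: 0% = DMSO wells with enzyme and 100% = wells lacking Arfgap1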
Target sequence (Q62848 1-136 limits assumed): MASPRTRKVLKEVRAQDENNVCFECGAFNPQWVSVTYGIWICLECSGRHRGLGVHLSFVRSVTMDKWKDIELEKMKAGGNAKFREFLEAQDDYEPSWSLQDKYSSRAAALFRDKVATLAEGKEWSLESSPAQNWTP
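System: truncated rat Arfgap1 GAP domain / Medium: HEPES-based buffer, pH 7.5 / Also added: N-terminally truncated human ARF1-GTP substrate / Incubation: enzyme reaction 120 min at 25 °C after 20 min preincubation / Measured by: FP of antibody-bound GDP Alexa 633 tracer, ex 620/em 688 nm / Replicates: singlicate, each compound tested once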
Tn6 DDE FP – disrupts Tn6 cyclic peptide binding to fibrin D-Dimer-E complex; P02675; Fibrin DD(E) TRITC-Tn6 fluorescence polarization displacement; inhibition, % at 8.3 µM; hit rate 0.21% among 370,000; AID 720509;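 active = inhibition above a per-campaign cutoff: mean of compounds within control limits plus 3 SD, cut at about 15% in these data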;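 note: 0% = median of all compound wells on the plate and 100% = blocking peptide control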
Tn7 DDE FP – disrupts Tn7 cyclic peptide binding to fibrin D-Dimer-E complex. hit rate 0.13% among 370,000. inhibition, % at 8.3 µM. FP displacement of FITC-Tn7 peptide from fibrin DD(E); 0% = median of compound wells per plate. AID 720508;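 active = inhibition above the mean of compounds falling within the control limits plus 3 SD of them, cut at about 14% in these data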;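 note: 0% = plate median of compound wells and 100% = 10 µM Aha-Tn7 peptide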
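Assay system: Human clot-derived fibrin DD(E) complex | Buffer or medium: Tris/NaCl/CaCl2 buffer, pH 7.8 | Repeats: One replicate per compound | Benchmarks: Aha-Tn7 high control | Measure: % inhibition scaled between sample-field median and high-control FP | Schedule: 10 min plus 3 h, room temperature | Signal: Fluorescence polarization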
TDP2 inh – blocks human TDP2 phosphodiesterase activity. recombinant TDP2, T5PNP hydrolysis, p-nitrophenol absorbance 415 nm. inhibition, % at 12.8 µM. hit rate 0.34% among 370,000;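 active = inhibition above the mean of all tested compounds plus 3 SD, set per campaign, cut at about 25% in these data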;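 note: 0% = DMSO with enzyme and 100% = buffer with substrate but no TDP2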
Target sequence (O95551 whole entry, looked up): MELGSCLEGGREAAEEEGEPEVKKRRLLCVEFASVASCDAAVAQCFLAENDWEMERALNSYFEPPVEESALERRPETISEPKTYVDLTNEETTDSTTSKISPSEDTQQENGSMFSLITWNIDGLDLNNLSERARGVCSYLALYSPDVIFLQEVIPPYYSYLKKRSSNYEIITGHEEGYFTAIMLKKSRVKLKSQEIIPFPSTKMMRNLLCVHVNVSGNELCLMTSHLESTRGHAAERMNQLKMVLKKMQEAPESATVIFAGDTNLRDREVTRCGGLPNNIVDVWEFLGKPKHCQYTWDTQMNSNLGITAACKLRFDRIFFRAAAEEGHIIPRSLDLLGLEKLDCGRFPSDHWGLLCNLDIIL
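Material: recombinant human TDP2; quantity: TDP2 enzyme at 120 nM final; medium: Tris-HCl pH 7.5 with MgCl2; compound: single concentration, 12.8 µM nominal, with 1% DMSO; incubation: 2 h enzyme incubation at 37 °C; signal: epi absorbance; measure: percent inhibition; benchmarks: high control without enzyme, low control DMSO plus TDP2; repeats: singlicate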
ADAM17 inh – inhibitors of human ADAM17; inhibition, % at 6.95 µM; hit rate 0.83% among 370,000; P78536; recombinant ADAM17, EDANS/DABCYL FRET peptide cleavage;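 active = inhibition above the mean of compounds lying between control limits plus 3 SD, set per campaign, cut at about 8.5% in these data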;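 note: 0% = DMSO-only wells as the low control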
ADAM10 inh – ADAM10 inhibition, QFRET primary screen. O14672. recombinant ADAM10, EDANS/DABCYL FRET peptide cleavage, 3 h. inhibition, % at 7 µM. hit rate 0.62% among 370,000. AID 720582;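 active = inhibition above a per-campaign cutoff equal to the mean of compounds falling between control-based bounds plus 3 SD, cut at about 20% in these data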;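 note: 0% = DMSO wells while the 100% control is not disclosed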
PLC-gamma1 inh – PLC-gamma1 (human) inhibition, primary screen; purified PLC-gamma1, fluorogenic substrate, fluorescence; AID 720700; P19174; hit rate 0.84% among 370,000; inhibition, % at 12.2 µM; in the data active = inhibition above about 9.5%
KLK7 zymogen act – proKLK7 (human) activation, primary screen | P49862 | hit rate 0.9% among 370,000 | purified proKLK7, EDANS-DABCYL substrate fluorescence; 100% is mature enzyme control, 0% vehicle | activation, % at 7 µM;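 active = activation above the mean of all tested compounds plus 3 SD, computed per campaign excluding outliers beyond control limits, cut at about 13% in these data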
Target sequence (P49862 whole entry, looked up): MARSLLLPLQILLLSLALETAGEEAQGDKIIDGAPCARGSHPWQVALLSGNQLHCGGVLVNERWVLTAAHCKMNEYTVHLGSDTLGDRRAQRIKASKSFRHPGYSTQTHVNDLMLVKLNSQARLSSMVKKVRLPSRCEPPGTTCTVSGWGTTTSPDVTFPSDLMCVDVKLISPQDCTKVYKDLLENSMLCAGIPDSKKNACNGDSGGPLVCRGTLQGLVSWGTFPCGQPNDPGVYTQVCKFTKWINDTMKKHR
ASAP1 GAP inh – ASAP1 ArfGAP inhibition; inhibition, % at 16.5 µM; ASAP1-stimulated ARF1 GTP hydrolysis, GDP FP detection; AID 624377; hit rate 0.19% among 360,000; in the data active = inhibition above about 25%;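 note: 0% = vehicle with enzyme and substrate and 100% = no enzyme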
An asterisk follows results filed as active. Outcome played no part in choosing rows. About 4.2% of those tested had a hit in this group.

Sample of the layout (five entries):
Letters: A = LEDGF integ inh; B = ARFGAP1 inhibitor; C = Tn6 DDE FP; D = Tn7 DDE FP; E = TDP2 inh; F = ADAM17 inh; G = ADAM10 inh; H = PLC-gamma1 inh; I = KLK7 zymogen act; J = ASAP1 GAP inh
#1 CCCCOc1ccc(C(=O)OC2CC(C)N(C)CC2C)cc1 (centres undefined)
  A = -3 | B = 10 | C = 5 | D = -1 | E = -13 | F = 1 | G = -11 | H = 1 | I = -0.5 | J = 5

#2 O=C(COC(=O)Cc1cccs1)Nc1ccccc1Cl
  A = 3 | B = -4 | C = 4 | D = 0 | E = 6 | F = -6 | G = -4 | H = -1 | I = -0.2 | J = -13

#3 Brc1cccc2sc(N3CCCC3)nc12
  A = -1 | B = 7 | C = -1 | D = 2 | E = -14 | F = 1 | G = 7 | H = 0 | I = 0.6 | J = 13

#4 CN1C(C)(C)CC(NC(=O)c2ccco2)CC1(C)C
  A = -3 | B = -3 | C = 8 | D = 4 | E = -4 | F = -2 | G = 3 | H = 0 | I = -0.6 | J = -3

#5 C=CCc1cccc(/C=N/NC(=O)COc2ccc(-n3cnnn3)cc2)c1O
  A = -3 | B = 8 | C = -1 | D = 2 | E = 5 | F = -7 | G = -8 | H = -9 | I = -1.4 | J = 0

All compounds of this part, from the start:
Letters: A = LEDGF integ inh; B = ARFGAP1 inhibitor; C = Tn6 DDE FP; D = Tn7 DDE FP; E = TDP2 inh; F = ADAM17 inh; G = ADAM10 inh; H = PLC-gamma1 inh; I = KLK7 zymogen act; J = ASAP1 GAP inh
#1 CCCCOc1ccc(C(=O)OC2CC(C)N(C)CC2C)cc1 (centres undefined)
  A = -3 | B = 10 | C = 5 | D = -1 | E = -13 | F = 1 | G = -11 | H = 1 | I = -0.5 | J = 5

#2 O=C(COC(=O)Cc1cccs1)Nc1ccccc1Cl
  A = 3 | B = -4 | C = 4 | D = 0 | E = 6 | F = -6 | G = -4 | H = -1 | I = -0.2 | J = -13

#3 Brc1cccc2sc(N3CCCC3)nc12
  A = -1 | B = 7 | C = -1 | D = 2 | E = -14 | F = 1 | G = 7 | H = 0 | I = 0.6 | J = 13

#4 CN1C(C)(C)CC(NC(=O)c2ccco2)CC1(C)C
  A = -3 | B = -3 | C = 8 | D = 4 | E = -4 | F = -2 | G = 3 | H = 0 | I = -0.6 | J = -3

#5 C=CCc1cccc(/C=N/NC(=O)COc2ccc(-n3cnnn3)cc2)c1O
  A = -3 | B = 8 | C = -1 | D = 2 | E = 5 | F = -7 | G = -8 | H = -9 | I = -1.4 | J = 0

#6 O=C(COC(=O)CNC(=O)c1ccc(Cl)cc1)NC1CCCCCC1
  A = 1 | B = 0 | C = -8 | D = -5 | E = 4 | F = 1 | G = -4 | H = -2 | I = 0.3 | J = 9

#7 COCCCN(C(=O)CCOc1ccc(C(C)(C)C)cc1)c1c(N)n(Cc2ccccc2)c(=O)[nH]c1=O
  A = 3 | B = -4 | C = 5 | D = 0 | E = -2 | F = -3 | G = -10 | H = -3 | I = 0.5 | J = 0

#8 CCSC(=Nc1ccccc1)Nc1ccccc1
  A = -2 | B = -6 | C = -2 | D = 2 | E = -3 | F = -2 | G = 3 | H = 0 | I = -0.5 | J = 2

#9 CCOCCc1nnc(NC(=O)Cc2ccccc2)s1
  A = 0 | B = 16 | C = 3 | D = 2 | E = -6 | F = -2 | G = -1 | H = 0 | I = -0.3 | J = -9

#10 COC(=O)c1cccc(NC(=O)CCc2ccccc2)c1
  A = -3 | B = -1 | C = 0 | D = 5 | E = -11 | F = -1 | G = 0 | H = 2 | I = 0.1 | J = 2

#11 CC1(C)C=C(c2ccc(C=O)s2)CC(C)(C)N1
  A = -1 | B = 4 | C = -6 | D = -5 | E = -6 | F = 1 | G = 4 | H = 1 | I = 0.3 | J = -10

#12 Cc1ccc(CCP(=O)(O)CN2CCOCC2)cn1
  A = 3 | B = 9 | C = -3 | D = 4 | E = -1 | F = -3 | G = -1 | H = -2 | I = -0.4 | J = -3

#13 CSc1cccc(NC(=O)C(C)C)c1
  A = 3 | B = 0 | C = 5 | D = -3 | E = 8 | F = -3 | G = -6 | H = 1 | I = 0.6 | J = 10

#14 O=C(OCc1nnc(-c2ccccc2)o1)C1CC(=O)N(Cc2ccco2)C1 (centres undefined)
  A = 3 | B = 1 | C = 0 | D = 1 | E = -4 | F = 3 | G = -2 | H = -3 | I = 0.4 | J = 5

#15 CC1=C(C(=O)N(C(C)C)C(C)C)CC(CC(=O)NCCc2ccccn2)C(=O)N1Cc1ccc(F)cc1 (centres undefined)
  A = 2 | B = -3 | C = -1 | D = 3 | E = -4 | F = -4 | G = -26 | H = -1 | I = 0.0 | J = 4

#16 CCOC(=O)C(C)Oc1c(Br)cc(C2NC(=O)NC(C)=C2C(C)=O)cc1OCC (centres undefined)
  A = 2 | B = -8 | C = -3 | D = -2 | E = 10 | F = -1 | G = 2 | H = 1 | I = 0.4 | J = -15

#17 Cc1oc2ccccc2c1CNC(=O)N(C)C
  A = 7 | B = 2 | C = 4 | D = -5 | E = -20 | F = 4 | G = -1 | H = 8 | I = 0.2 | J = -8

#18 CC(Oc1ccccc1)C(=O)Nc1nc(-c2ccccn2)cs1 (centres undefined)
  A = 10 | B = -7 | C = -1 | D = -5 | E = 18 | F = -1 | G = -5 | H = -6 | I = -1.1 | J = 8

#19 Cc1cc(SCC(=O)N/N=C/c2ccccc2C(=O)O)c(C)cc1Br
  A = 2 | B = 10 | C = 0 | D = 4 | E = -4 | F = 1 | G = 0 | H = 0 | I = -0.1 | J = -8

#20 COc1ccccc1NC(=O)CSc1nnc(Cc2cccn2C)n1-c1ccc(F)cc1
  A = -2 | B = 6 | C = -10 | D = -7 | E = 1 | F = 0 | G = -6 | H = 1 | I = 0.5 | J = 5

#21 COC(=O)CCCn1cc(CN(C)C2CN(Cc3cn(CCCC(=O)OC)nn3)S(=O)(=O)C2)nn1 (centres undefined)
  A = -4 | B = -5 | C = 2 | D = 2 | E = -6 | F = -2 | G = -1 | H = -1 | I = 0.0 | J = -2

#22 C1=CN2CCC1C(c1ccccc1)C2 (centres undefined)
  A = -6 | B = 11 | C = 6 | D = 10 | E = -3 | F = -4 | G = 6 | H = -2 | I = 0.0 | J = -3
